Source: PubChem BioAssay (National Center for Advancing Translational Sciences (NCATS))
ASM inhibitor: Inhibitors of Secretory Acid Sphingomyelinase (S-ASM): qHTS. Sphingomyelin phosphodiesterase (Homo sapiens), P17405. placental ASM, HMU-PC fluorogenic substrate, 60 min. Potency, µM (titrated, usually from 57.5 µM), without a hit: at the highest dose activity change, negative = inhibition, most hits filed as inhibitors. actives 0.006% (n = 340,000). AID 504937, 2011; also: potency is read from the fitted curve at half-maximal effect
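HMU-PC0 cleavage (9 uM final) by human placental ASM, 60 min at 37 °C following 10 min compound exposure at RT; stopped at pH 10, fluorescence Ex 386/Em 447 nm.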
GALK inh: qHTS Assay for Inhibitors of Human Galactokinase (GALK); P51570; Purified GALK, Kinase-Glo residual ATP luminescence; Potency, µM (highest dose often 57.5 µM), without a hit: at the highest dose activity change, negative = inhibition, usual class: inhibitors; actives 0.007% (n = 270,000); AID 1868, 2009; also: potency is read from the fitted curve at half-maximal effect; % is scaled to controls: 0 for no effect and ±100 for the full control effect
Target sequence (P51570 whole entry, looked up): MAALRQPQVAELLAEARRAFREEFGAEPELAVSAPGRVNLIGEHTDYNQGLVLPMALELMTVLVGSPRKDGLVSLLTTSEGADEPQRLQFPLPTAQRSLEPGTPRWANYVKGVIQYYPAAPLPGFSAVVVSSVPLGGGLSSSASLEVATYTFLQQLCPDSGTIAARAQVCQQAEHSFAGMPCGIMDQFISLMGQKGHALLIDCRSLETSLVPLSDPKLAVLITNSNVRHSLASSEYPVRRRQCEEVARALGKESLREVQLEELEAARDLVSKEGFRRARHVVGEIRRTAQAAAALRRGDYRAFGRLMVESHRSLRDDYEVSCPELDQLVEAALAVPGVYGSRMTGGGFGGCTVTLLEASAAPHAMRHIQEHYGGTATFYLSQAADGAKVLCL
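Galactose (100 uM) and ATP (35 uM) were turned over by 5 nM GALK for 1 h at RT. Kinase-Glo Plus then converted the remaining ATP into a luminescent signal.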
Eya2 phos inh: qHTS Assay for Inhibitors of the Phosphatase Activity of Eya2. Protein phosphatase EYA2 (Homo sapiens), O00167. recombinant Eya2, OMFP fluorescence dephosphorylation (OMFP is methylfluorescein phosphate). actives 0.006% (n = 330,000). Potency, µM (doses to about 76.9 µM), without a hit: at the highest dose activity, negative = inhibition, actives largely listed as inhibitors; also: potency is read from the fitted curve at half-maximal effect; % is scaled to controls: 0 for no effect and ±100 for the full control effect
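Eya2 protein (added as 0.2 uM solution) was preincubated with compound for 10 min at ambient temperature in 50 mM HEPES pH 7.5, 50 mM NaCl, 5 uM MgCl2, 0.05% BSA, 1 mM DTT. OMFP (added at 50 uM) then reacted 10 min; fluorescence read at 485/525 nm.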
KCNH2 WT inh: qHTS for Inhibitors of KCHN2 3.1: Wildtype qHTS; Voltage-gated inwardly rectifying potassium channel KCNH2 (Homo sapiens), Q12809; U2OS, BacMam KCNH2, thallium flux FluxOr; stronger effect = lower value; activity change, % at 1.84 µM; actives 0.37% (n = 340,000); AID 720551, 2013;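 active = maximum activity change below -70%; inconclusive = maximum activity change between -70% and -50%; inactive = maximum activity change above -50%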; also: % is scaled to controls: 0 for no effect and ±100 for the full control effect
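U2OS cells transduced with wild-type KCNH2 virus are loaded with FluxOr dye for 45 min, and thallium flux is measured in kinetic reads before and after stimulation buffer. Rate constants are normalized to DMSO controls.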
PKM2 act: qHTS Assay for Activators of Human Muscle isoform 2 Pyruvate Kinase. purified PKM2, Kinase-Glo ATP luminescence, activation; response scale: 0% is enzyme alone, no compound. Potency, µM (titrated, usually from 57.5 µM), for inactives: at the top dose activation, most hits filed as activators. actives 0.34% (n = 260,000); also: potency is read from the fitted curve at half-maximal effect; % is scaled to controls: 0 for no effect and ±100 for the full control effect; nearly all actives have a fitted effect of over 55% in size
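hPK-M2, >95% pure; 0.1 mM ADP / 0.5 mM PEP final; imidazole pH7.2 buffer w/ 7 mM MgCl2, 50 mM KCl; 1 h RT; Kinase-Glo lum. Intermediate enzyme activity for dual inhibitor/activator qHTS.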
USP2a inh: qHTS Assay for Inhibitors of Ubiquitin-specific Protease USP2a Using CHOP2 as the Reporter; Ubiquitin carboxyl-terminal hydrolase 2 (Homo sapiens), O75604; USP2 core, Ub-CHOP2 coupled fluorogenic reporter, 485/531; Potency, µM (doses to about 38.3 µM), inactives show top-dose activity change, negative = inhibition, actives largely listed as inhibitors; actives 0.01% (n = 330,000);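 also: potency is read from the fitted curve at half-maximal effect; plate controls were DMSO wells for no effect and full inhibition by NEM control for full effect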
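USP2 core (10nM final) preincubated 30min RT with compound in 20mM Tris-HCl pH 8.0, 2mM CaCl2, 2mM beta-mercaptoethanol, 0.05% CHAPS; 25nM Ub-CHOP2 plus 25nM reporter substrate added, fluorescence (Ex485/Em531) read after 60min.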
TSHR antagonist: Antagonists of the Thyroid Stimulating Hormone Receptor: HTS campaign; TSHR-expressing cells, TSH-stimulated cAMP HTRF, 2 h; stronger effect = lower value; activity change, negative = inhibition, % at 11.5 µM; actives 0.2% (n = 330,000); AID 504810, 2011;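 active = activity change below a set negative limit, meaning inhibition stronger than a set level, cut at about -70% in these data; inconclusive = activity change between two set negative limits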; also: % is scaled to controls: 0 for no effect and ±100 for the full control effect
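Freshly harvested TSHR cells receive pin-tooled compound, then EC80 TSH at 4nM final. After 2 hours at 37 deg C, antibody in lysis buffer and cAMP-d2 are added; 30 minutes at ambient temperature precede the HTRF read.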
MBNL1-CUG inh: qHTS Assay for Inhibitors of MBNL1-poly(CUG) RNA binding; Muscleblind-like protein 1 (Homo sapiens), Q9NR56; TR-FRET MBNL1-His/biotin-(CUG)12 binding, 665/545 ratio; Potency, µM (series often up to 57.5 µM), without a hit: top-dose activity change, negative = inhibition, most hits filed as inhibitors; actives 0.036% (n = 280,000); active = well fitted inhibition curve with a large enough effect in the signal ratio, with a control signal flat, not every such curve was filed as active; inconclusive = small, poorly fitted or top-dose-only effect, or effect the other way, or a change in a side signal; inactive = no such curve, though single readings can be large or run the other way; the % refers to the signal ratio; also: potency is read from the fitted curve at half-maximal effect; % is scaled to controls: 0 for no effect and ±100 for the full control effect
Target sequence (Q9NR56 whole entry, looked up): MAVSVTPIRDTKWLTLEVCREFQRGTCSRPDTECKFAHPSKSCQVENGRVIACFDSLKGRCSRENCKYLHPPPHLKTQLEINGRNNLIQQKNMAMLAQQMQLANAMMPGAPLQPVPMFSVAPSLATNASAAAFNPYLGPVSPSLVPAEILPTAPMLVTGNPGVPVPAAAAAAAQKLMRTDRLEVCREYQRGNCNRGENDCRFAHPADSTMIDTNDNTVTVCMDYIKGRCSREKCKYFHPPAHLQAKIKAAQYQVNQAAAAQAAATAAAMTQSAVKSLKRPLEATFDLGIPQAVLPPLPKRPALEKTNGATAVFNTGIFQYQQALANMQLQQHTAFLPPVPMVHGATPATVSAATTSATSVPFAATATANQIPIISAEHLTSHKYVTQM
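TR-FRET between His-tagged MBNL1 and biotin-(CUG)12 RNA, detected with Tb anti-His antibody (0.055 ng/ul) and streptavidin-XL665 (5 nM), 60 min at room temperature. Compounds titrated 92 nM to 58 uM; 665/545 nm ratio normalized to buffer and complex controls.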
Chronic BCR inh: qHTS Assay to Find Inhibitors of Chronic Active B-Cell Receptor Signaling; ABC-DLBCL IkBa-CBG/CBR reporter, luminescence ratio, 4 h; Potency, µM (top dose mostly 46.1 µM), without a hit: at the top dose ratio change, negative = lower green/red ratio, usual class: inhibitors; actives 0.05% (n = 340,000); AID 493014, 2011; active = well fitted inhibition curve with a large enough effect in the signal ratio, with a control signal flat, not every such curve was filed as active; inconclusive = small, poorly fitted or top-dose-only effect, or effect the other way, or a change in a side signal; the % refers to the signal ratio;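 also: potency is read from the fitted curve at half-maximal effect; plate controls were basal doxycycline-induced cells for no effect and cells given 10 µM MG132 for full effect; MG132 reads +100%, hits lower the ratio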
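Cell line TMD8 (human ABC DLBCL), stably expressing tet-inducible CBG68-IkBa fusion and CBR; IMDM/0.5% FBS; cpd up to 46 uM; dox induction, 4 h, 37C/5% CO2; dual luminescence; green/red ratio; MG132 control.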
Menin-MLL TR inh: qHTS Assay for Inhibitors Targeting the Menin-MLL Interaction in MLL Related Leukemias: Competition With Texas Red Labeled MLL-derived Mutant Peptide. Menin + Texas Red MLL mutant peptide, fluorescence polarization. Potency, µM (series often up to 61.6 µM), without a hit: at the highest dose FP activity change, negative = inhibition, actives largely listed as inhibitors. actives 0.23% (n = 270,000). AID 1768, 2009; active = well fitted inhibition curve with a large enough effect in the polarisation, with a control signal flat, not every such curve was filed as active; inconclusive = small, poorly fitted or top-dose-only effect, or effect the other way, or a change in a side signal; inactive = no such curve, though single readings can be large or run the other way; the % refers to the polarisation; also: potency is read from the fitted curve at half-maximal effect; % of control where 0% means no effect; many of its hits are not listed in these tables
Mito fusion act: qHTS Assay for Small Molecule Inhibitors of Mitochondrial Division or Activators of Mitochondrial Fusion; actives 0.23% (n = 320,000); S. cerevisiae fusion-defective mutant growth rescue, CellTiterGlo 48 h; Potency, µM (series often up to 46.1 µM), without a hit: at the highest dose growth rescue (activation), actives largely listed as activators; AID 485298, 2010;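 also: potency is read from the fitted curve at half-maximal effect; % of control where 0% means no effect; nearly all actives have a fitted effect of over 45% in size; temperature-sensitive fusion mutants such as fzo1-1 at 37 °C on non-fermentable ethanol glycerol medium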
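Growth-rescue viability read-out: after 48 h at the non-permissive 37C in glycerol/ethanol YPEG, yeast mitochondrial fusion mutants are measured by CellTiterGlo luminescence; compounds (23 nl pinned per well) restoring growth score as division inhibitors or fusion activators.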
Starred values were filed as active, the others as inactive; ? = inconclusive; nt = not tested or not shown; [ ] = dose if it differs, or a comment. Unless noted, calls follow the shape of the dose curve; as a rule, active = well fitted curve in the direction sought with a large enough effect; inconclusive = small, poorly fitted or top-dose-only effect, or another doubt; inactive = no such curve, though single readings can be large; an effect the other way counts as inactive or inconclusive. These rows are one share of the data (hit frequency here may not be typical).

SMILES | ASM inhibitor | GALK inh | Eya2 phos inh | KCNH2 WT inh | PKM2 act | USP2a inh | TSHR antagonist | MBNL1-CUG inh | Chronic BCR inh | Menin-MLL TR inh | Mito fusion act
Cc1ccccc1C(=O)/C(C#N)=N/Nc1c(C)n(C)n(-c2ccccc2)c1=O | -6% | -2% | -7% | 0 | 5% | 3% | -15 | 26% | -13% | -8% | -4%
CCOC(=O)c1sc(NC(=O)CSc2n[nH]c(-c3ccncc3)n2)c(C#N)c1C | -6% | 0% | -17% | -1 | -2% | 3% | -75* | -4% | 5% | 1% | 3%
CC(=O)c1ccc(-c2ccc(C(=O)Nc3nc(-c4ccccn4)cs3)o2)cc1 | 20% | nt | -16% | -1 | nt | 1% | -12 | nt | -1% | nt | nt
COc1cc(NC2c3ccccc3C(=O)N2Cc2ccccc2Cl)cc(OC)c1 (stereo not drawn) | -5% | -4% | 14% | 5 | -1% | 2% | -1 | -4% | ? | nt | 10%
O=C(Cc1c(F)cccc1Cl)NCCN1CCOCC1 | 1% | -2% | 18% | -5 | 0% | 0% | 1 | -2% | ? | 8% | 1%
COc1cc(NS(=O)(=O)c2ccc(NC(C)=O)cc2)ncn1 | 9% | 0% | -9% | -1 | 0% | -2% | -7 | 1% | -8% | -1% | -1%
O=C(O)c1cccn2c(=O)c3ccccc3nc12 | 38%[activator] | -1% | 8% | -2 | -9% | 0% | -6 | ? | 4% | -18% | -2%
C#CC[N+](C)(C)CC#Cc1ccc(C)cc1 | 1% | 1% | -3% | 5 | 0% | 0% | -1 | nt | 0% | -5% | 5%
CCN(CC)C(=O)Cn1cc(S(=O)(=O)CC(=O)NC2CCCCC2)c2ccccc21 | 1% | 7% | ? | 3 | 0% | 2% | -6 | 0% | 0% | -19% | 1%
Cc1ccc(S(=O)(=O)NCCCC(=O)O)cc1 | 2% | 2% | -1% | 14 | 1% | 7% | -3 | -10% | 0% | 0% | -4%
Cc1ccccc1CSc1nnc(-c2ccco2)n1Cc1ccco1 | -2% | -5% | -21% | 19 | 2% | 2% | -6 | 0% | -1% | ? | 6%
Cc1ccc(/C=C(\C#N)C(=O)NC(C)c2ccccc2)o1 (stereo not drawn) | 2% | 0% | -5% | -25 | 8% | 3% | 0 | ? | 0% | 0% | 0%
Cn1cnc([N+](=O)[O-])c1Cl | 2% | 0% | 6% | -2 | -2% | 4% | 3 | 11% | 7% | nt | -6%
O=C(C1=NN(c2ccccc2)C2C(=O)N(c3cccc(Cl)c3)C(=O)C12)c1ccccc1 (stereo not drawn) | -2% | 1% | -3% | 7 | -4% | 5% | 11 | 3% | 10% | ? | 10%
COc1ccc(OC)c(C2C(C(C)=O)=C(O)C(=O)N2Cc2cccnc2)c1 (stereo not drawn) | -1% | 0% | 33%[15.4 µM] | -1 | -7% | 0% | -1 | 0% | 7% | -1% | 0%
Cc1ccc(CS(=O)(=O)CCC(=O)N2CCOCC2)cc1 | ? | 1% | 1% | 5 | 0% | 0% | 9 | -3% | 0% | -12% | -3%
COc1ccc(S(=O)(=O)N2CCN(c3ccccc3OC)CC2)cc1OC | -1% | 4% | 11% | -6 | -1% | 4% | 3 | 3% | 0% | -2% | -6%
COc1ccccc1/C=C/C=N/N1CCN(Cc2cccc3ccccc23)CC1 | -6% | -2% | -6% | 19 | 0% | 2% | -9 | -1% | 8% | 5% | -3%
CCC(=O)OC1c2ccccc2C(=O)N1Cc1ccccc1 (stereo not drawn) | 5% | 1% | 9% | -12 | -9% | -1% | 29 | -4% | 2% | 4% | 3%
CCCCCOc1ccc(NC(=O)c2cc(SC)ccc2Cl)cc1 | -1% | nt | 5% | 50 | 6% | 2% | -10 | -9% | -1% | -9% | -1%
NS(=O)(=O)c1cccc(NC(=O)CSc2nnc3n2CCCCC3)c1 | 1% | nt | nt | 7 | nt | 6% | nt | nt | 0% | nt | nt
C=CCc1c(C)nc2cc(-c3ccccc3)[nH]n2c1=O | 3% | -2% | 10% | -13 | -6% | -1% | 13 | -5% | ? | -1% | -1%
CC(C)(C)Nc1nc(SCc2ccccc2)nc(N2CCOCC2)n1 | -8% | 1% | 7% | 1 | -3% | -5% | -12 | -1% | 3% | 1% | 20%
O=C(COc1ccc2ccc(=O)oc2c1)Nc1ccc(N2CCCCC2)cc1 | nt | nt | 9% | -22 | nt | 0% | 17 | nt | 5% | nt | -2%

Entries from the list above with two or more sulfur atoms, in the order listed:
SMILES | ASM inhibitor | GALK inh | Eya2 phos inh | KCNH2 WT inh | PKM2 act | USP2a inh | TSHR antagonist | MBNL1-CUG inh | Chronic BCR inh | Menin-MLL TR inh | Mito fusion act
CCOC(=O)c1sc(NC(=O)CSc2n[nH]c(-c3ccncc3)n2)c(C#N)c1C | -6% | 0% | -17% | -1 | -2% | 3% | -75* | -4% | 5% | 1% | 3%
NS(=O)(=O)c1cccc(NC(=O)CSc2nnc3n2CCCCC3)c1 | 1% | nt | nt | 7 | nt | 6% | nt | nt | 0% | nt | nt

Further compounds:
SMILES | ASM inhibitor | GALK inh | Eya2 phos inh | KCNH2 WT inh | PKM2 act | USP2a inh | TSHR antagonist | MBNL1-CUG inh | Chronic BCR inh | Menin-MLL TR inh | Mito fusion act
O=C(CSc1nnc(NC(=O)C2CC2)s1)NCc1ccc(F)cc1 | 4% | 8% | 0% | 0 | -4% | 4% | 7 | 1% | -3% | nt | 0%
O=C(CNc1cccc2ccccc12)N/N=C/c1ccc[nH]1 | -1% | 5% | -1% | -30 | 2% | 3% | -4 | -1% | ? | nt | -6%
CC(=O)N1c2ccc(S(=O)(=O)N(C)CC(=O)N3CCCC3)cc2CC1C (stereo not drawn) | 1% | -6% | 3% | 1 | nt | 4% | 8 | -2% | 1% | nt | -3%
Nc1nnn(CC(=O)N/N=C/c2ccc(O)cc2)n1 | 5% | nt | 0% | -12 | -4% | -6% | 14 | 4% | 1% | nt | ?
O=C(c1cc2c(s1)CCCC2)N1CCN(CCO)CC1 | 7% | nt | ? | -3 | nt | -5% | 17 | nt | 4% | nt | nt
Cc1ccc(NC(=O)NCc2cccn2C)cc1C | 6% | -2% | 10% | -9 | nt | 1% | -13 | 2% | ? | 10% | 13%
C[C@H](CO)N1C[C@H](C)[C@@H](CN(C)C)Oc2c(NC(=O)c3ccncc3)cccc2C1=O | 7% | nt | 1% | 10 | nt | 4% | 2 | nt | 2% | nt | nt
Cc1ccsc1C(=O)NNC(=O)c1ccncc1 | 0% | nt | -17% | 0 | nt | 0% | -10 | nt | ? | nt | 3%
CC(C)(O)C#Cc1ccc(C(=O)N2CCCC(CCC(=O)NCc3ccccc3F)C2)cc1 (stereo not drawn) | 1% | 5% | -6% | -2 | nt | 0% | 7 | -5% | -4% | nt | 15%
